Screening data deposited in PubChem BioAssay by Broad Institute.
PglD inh: PglD (C. jejuni) enzyme inhibition | inhibition, % at 12.5 µM | 360,000 compounds, 0.098% hits | purified PglD enzyme, DTNB colorimetric CoA detection | AID 602405; in the data active means inhibition above about 16%, passing the limit was not always enough; further: strong numbers were not always called active
PGC1a acetyl inh: PGC1a acetylation modulation, inhibitor mode. AID 651687. 350,000 compounds, 0.17% hits. U2OS PGC1a acetylation, AlphaScreen anti-acetyl-lysine; with virally co-expressed GCN5 acetyltransferase. inhibition, % at 15.6 µM;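 active means every replicate shows inhibition of at least 40%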;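 further: 0% = neutral control wells and 100% = positive control wells; some results beyond the cut were filed as inactive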
PAX8 reporter: lowers PAX8-driven luciferase in RMG-I cells | RMG-I TPO-luciferase reporter, SteadyGlo, 24 h | inhibition, % at 12.6 µM | 360,000 compounds, 1.2% hits | AID 652154;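 active means mean replicate inhibition at least 60% with every replicate also reaching 60%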;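 further: luciferase light reporting Pax8 driven TPO promoter activity; plate controls were median of neutral control wells for no effect and mitoxantrone controls for full effect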
Statin myotox sup: protects C2C12 myotubes from simvastatin toxicity. ATP luminescence, 48 h; scaled: DMSO 0, geranylgeraniol control 100. rescue of ATP level, % at 7.49 µM. 330,000 compounds, 0.78% hits. AID 602340;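 active means mean ATP rescue above about 67%, or every replicate alone reaching that limit, limit read from the data, passing the limit was not always enough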;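 further: myotubes were challenged with 10 µM simvastatin during compound exposure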
LGR2 antag: blocks bursicon-induced cAMP signaling via Drosophila LGR2; inhibition, % at 9.99 µM; AID 720647; HEK293 LGR2, CRE-luciferase, bursicon-stimulated, 4 h; 380,000 compounds, 0.35% hits;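 active means drop in luminescence signal, shown as inhibition above about 50% in the replicate tests, limit read from the data, passing the limit was not always enough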;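 further: agonist challenge used bursicon conditioned medium at about half maximal strength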
Cneo AK release: causes C. neoformans cell lysis. adenylate kinase release luminescence, 4 h; normalised: neutral wells 0, clomiphene wells 100. lysis activity, % at 15 µM. 360,000 compounds, 0.2% hits;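 active means mean lysis activity across replicates of at least 80%, whatever share of replicates individually reach that level; inactive means mean lysis activity below 80%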
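Test system: log-phase Cryptococcus neoformans yeast cells. Input: 5 × 10^6 yeast cells/mL. Medium: fresh YPD growth medium. Doses: single dose. Incubation: static 4 h at 37 °C with compound, 1 h detection. Measured by: luminescent adenylate kinase detection reagent. Read-out: signal increase indicating cell lysis. Benchmarks: Clomiphene.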
ARNT-TACC3 inh: disruptors of human ARNT/TACC3 interaction. AlphaScreen His-ARNT PAS-B/GST-TACC3 binding, luminescence; TACC3 fragment carries E629A point mutation. 390,000 compounds, 0.66% hits. inhibition, % at 9.99 µM. AID 623870;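 active means mean inhibition of replicates at least 50% and at least half of replicates each reaching 50%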;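 further: 0% = complete ARNT plus TACC3 wells and 100% = ARNT alone without TACC3; many hits fall short of the cut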
GSIS activator: primary screen for activators of insulin secretion dependent on glucose, INS-1E cells, GLuc reporter luminescence | 370,000 compounds, 0.61% hits | activation, % at 16.6 µM | INS-1E GLuc reporter insulin secretion, 2-3 h;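 active means lowest replicate activation of at least 40%, so every replicate reaches that level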;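 further: 0% = median of neutral control wells and 100% = median of IBMX positive control wells; some compounds called inactive have numbers as strong as hits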
* = called active by the depositor; / = not tested or not shown.

Every second line gives: PglD inh	PGC1a acetyl inh	PAX8 reporter	Statin myotox sup	LGR2 antag	Cneo AK release	ARNT-TACC3 inh	GSIS activator
1: C/C(=N/NC(=O)c1ccc(C)nc1)c1ccc2c(c1)CCCC2
 : /	/	-4	/	-13	/	11	-1
2: CCC1Oc2ccc(C)cc2N(CC(=O)N2CCCC2)C1=O (stereo not given)
 : 5	3	18	-3	1	1	0	-5
3: Cc1c(Cl)cccc1NC(=O)N1CCCN(c2nc(-c3ccccc3)ns2)CC1
 : 1	-2	37	3	-3	1	-6	-34
4: CC1(C(=O)O)COC(c2ccc([N+](=O)[O-])cc2)OC1 (stereo not given)
 : -5	-4	/	17	8	1	-22	13
5: CCCC(=O)N1CCN(c2ccc(NC(=O)c3cc4ccccc4o3)cc2Cl)CC1
 : -1	31	/	4	/	7	-8	/
6: C[C@@H]1CCCCO[C@@H](CN(C)C(=O)Nc2cccc3ccccc23)[C@H](C)CN([C@@H](C)CO)C(=O)c2cc(NS(=O)(=O)c3ccc(F)cc3)ccc2O1
 : 2	-10	21	/	-9	-1	-2	5
7: CCCS(=O)(=O)c1nc(S(=O)(=O)c2ccc(C)cc2)c(NCCCN2CCCC2=O)s1
 : -4	-13	3	2	-1	1	3	7
8: CC1CC(C)CN(C(=O)COC(=O)COc2ccccc2C#N)C1 (stereo not given)
 : -2	/	6	-5	31	1	/	4
9: COc1ccc(S(=O)(=O)Nc2ccc3c(c2)C(=O)N([C@@H](C)CO)C[C@H](C)[C@H](CN(C)Cc2ccccc2)OCCCC[C@@H](C)O3)cc1
 : 2	-1	-2	/	-10	3	3	-12
10: COc1ccc(C(O)c2ncc(-c3cccc(C(F)(F)F)c3)[nH]2)cc1 (stereo not given)
 : 2	/	1	5	7	-1	/	-59
11: CSCC[C@H](NS(=O)(=O)c1ccc(C(C)=O)cc1)c1nnc2ccccn12
 : 0	-4	-2	3	-14	0	-8	20
12: Cc1nc(NCc2ccccc2)[nH]c(=O)c1CCC(C)C
 : 5	0	/	-21	-6	1	0	-28
13: CC1=C(C(=O)Nc2cc(C(=O)N3CCN(c4cccc(C)c4C)CC3)ccc2C)SCCO1
 : 3	-7	21	6	11	0	8	-34
14: COC(=O)[C@@H](Cc1ccccc1)NC(=O)NCCc1c[nH]c2ccccc12
 : 2	0	4	-3	7	1	4	1
15: COc1ccc2c(c1)c1ncn(Cc3ccc(F)cc3)c(=O)c1n2C
 : 4	5	7	/	/	-2	/	8
16: Cc1cc(=O)oc2cc(NC(=O)C(C)Oc3ccc(F)cc3)ccc12 (stereo not given)
 : 0	/	-4	3	1	-3	-5	4
17: O=S(=O)(NCc1cc(-c2ccc(Cl)cc2)no1)c1ccccc1
 : 2	11	-7	6	/	3	-2	/
18: CCCNC(=O)N(C)C[C@H]1Oc2ncc(C#Cc3ccncc3)cc2C(=O)N([C@@H](C)CO)C[C@@H]1C
 : 1	-14	/	23	-28	-3	12	-4
19: C[C@@H]1CN([C@@H](C)CO)C(=O)c2cc(NC(=O)Nc3ccc(C(F)(F)F)cc3)ccc2O[C@@H](C)CCCCO[C@@H]1CN(C)Cc1ccc(C(F)(F)F)cc1
 : 1	-6	-21	/	5	5	-7	-13
20: O=C(NCc1ccccc1)c1nnc(CS(=O)(=O)c2ccccc2)o1
 : 3	/	7	2	-15	-3	-10	-6
21: COc1ccc(CN(CCC(C)C)S(=O)(=O)c2ccccc2Br)cc1
 : -1	-74	-8	6	-9	9	-5	-5
22: CO[C@H]1CN(C)C(=O)c2ccc(NS(=O)(=O)c3ccc(C)cc3)cc2OC[C@H](C)N(Cc2nccs2)C[C@H]1C
 : 5	7	2	-3	18	-5	-5	-14
23: C[C@@H]1CN([C@H](C)CO)C(=O)Cc2cc(NC(=O)Nc3ccc4c(c3)OCO4)ccc2O[C@@H]1CN(C)S(=O)(=O)c1ccccc1
 : /	-9	/	16	-2	/	/	2
24: O=C(O)CCCc1nc(-c2ccc(Cl)cc2)no1
 : -5	2	-13	10	/	0	-5	/
25: CC(=O)Oc1ccccc1N(C(C)=O)S(=O)(=O)c1ccc2ccccc2c1
 : /	-2	-6	/	-14	/	6	-8
26: O=C(NCCc1ccccc1)c1ccc(CS(=O)(=O)Cc2ccccc2F)o1
 : -1	-2	/	-10	8	6	0	-3
27: Cc1ccc(C(c2sc3nc(C)nn3c2O)N2CCN(c3ccc(F)cc3)CC2)cc1 (stereo not given)
 : 1	1	5	12	/	4	0	/
28: Cc1noc(C)c1NC(=O)Nc1ccc2c(c1)CC(=O)N([C@@H](C)CO)C[C@H](C)[C@@H](CN(C)C(=O)Nc1ccc(F)cc1)O2
 : 0	9	1	-1	-2	-1	-1	14
29: O=C(NCc1ccc2c(c1)OCO2)c1ccc(CSCc2ccccc2Cl)o1
 : /	/	-8	/	-9	/	-1	-22
30: O=c1[nH]nc(Cc2ccc([N+](=O)[O-])cc2)c2ccccc12
 : 3	8	-10	4	-27	4	1	41
31: CCn1c(C)c(C)c2cc(C(=O)NCCCN3CCCC3)ccc21
 : -4	-1	-6	-24	1	4	2	18
32: COc1ccccc1CNC(=O)C[C@@H]1CC[C@H]2[C@@H](COC[C@@H](O)CN2C(=O)Nc2ccccc2)O1
 : 0	0	-7	-1	2	0	5	-13
33: COc1ccccc1N1CCN(/N=C\c2sccc2C)CC1
 : /	-2	-46	/	-49	/	17	-10
34: Cn1c(N/N=C2\CCCc3ccccc32)nc2c1c(=O)n(Cc1ccccc1)c(=O)n2C
 : -1	6	5	/	22	-1	10	7
35: COC(=O)[C@@H](NC(=O)Nc1ccc2c(c1)OCCO2)C(C)C
 : -3	3	/	3	14	2	-3	24
36: CCOc1ccccc1C(=O)Nc1nn[nH]n1
 : /	-4	-20	/	/	/	2	13
37: CC(=O)C1=C(O)C(=O)N(c2ccccn2)C1c1cccc(F)c1 (stereo not given)
 : -1	-3	-14	3	3	0	-2	-47
38: CC(C)NC(=O)NCC[C@@H]1CC[C@@H](NC(=O)CN(C)C)[C@@H](CO)O1
 : -4	16	-12	7	12	97*	14	-6
39: Cc1ccc(CN2CC(C(=O)NC3CCCC(C)C3C)CC2=O)cc1 (stereo not given)
 : 1	-2	3	7	14	3	-1	-7
40: CCC(=O)NC[C@H]1[C@@H](c2ccc(C3=CCCC3)cc2)[C@H](CO)N1C(C)=O
 : 0	-9	-3	-14	7	-1	-3	13
41: CCc1ccc(-c2nc(SCC(=O)N(CCOC)c3c(N)n(Cc4ccccc4)c(=O)[nH]c3=O)n[nH]2)cc1
 : 7	/	-12	3	3	-14	-25	-9
42: Cc1noc(C)c1S(=O)(=O)Nc1ccc2c(c1)C(=O)N([C@@H](C)CO)C[C@@H](C)[C@@H](CN(C)S(=O)(=O)c1cn(C)cn1)OCCCC[C@H](C)O2
 : -1	8	-18	/	-6	-1	1	11
43: COc1ccc(/C(C)=C2/SC(=S)N(CCC(=O)O)C2=O)cc1
 : -1	12	/	4	/	0	-8	/
44: Cc1cccc(C)c1NC(=O)CNC(=O)C1COc2ccccc2O1 (stereo not given)
 : 6	6	11	7	-15	-1	-5	0
45: O=C(Nn1c(-c2ccccc2)nc2ccccc2c1=O)c1ccc([N+](=O)[O-])cc1
 : 1	/	14	8	3	0	28	-29
46: O=c1cc(CSc2nnc(C3CC3)n2Cc2ccccc2)nc2sccn12
 : /	0	5	/	30	/	-23	11
47: CN(c1ccccc1)S(=O)(=O)c1cc(C(=O)Nc2ccccc2N2CCOCC2)ccc1Cl
 : 1	-9	27	-3	12	1	-2	4
48: CCOC(=O)C1(C(=O)OCC)COC(=O)C2(CC)OC21 (stereo not given)
 : /	/	1	/	-5	/	-3	-26
49: CC1CN(c2ccccc2)NC1=O (stereo not given)
 : /	7	7	/	-4	/	-10	4
50: C/C(=N/NC(=O)CNC(=O)c1cccnc1)c1ccco1
 : 9	3	-12	-10	/	-4	-3	/
51: O=C1/C(=C/c2cccs2)CCC/C1=C\c1cccs1
 : -2	/	-192	-2	-134	-10	4	13
52: O=C(/C=C/c1ccc2c(c1)OCO2)Nc1ccc(Cl)cn1
 : /	-5	-163	/	-128	/	-1	-7
53: O=C(N[C@H]1C=C[C@H](CC(=O)N2CCN(c3ccccc3)CC2)O[C@H]1CO)c1ccccc1
 : -2	3	3	0	13	1	-3	-7
54: CCOc1ccc(OCc2cccc(C(=O)O)c2)cc1
 : 3	1	/	-195	102*	-2	2	5
55: C[C@@H]1CN([C@@H](C)CO)S(=O)(=O)c2ccc(-c3ccc(F)cc3)cc2O[C@@H]1CN(C)CC1CC1
 : -1	13	2	-50	49	-1	9	-11
56: O=C(Nc1ccc(Cl)cc1)N1CCC(CO)(Cc2ccccc2)CC1
 : -2	-7	19	9	16	-5	-2	-21
57: COc1cc(CN2CCCCC2C(=O)Nc2ccc(Oc3ccccc3)nc2)ccc1O (stereo not given)
 : 2	2	-20	/	32	-2	4	-27
58: COC(=O)C(C)(C(=O)OC)c1ccccc1[N+](=O)[O-]
 : -5	/	20	0	/	3	1	/
59: O=C(CSc1nnnn1C1CCCCC1)N1CCc2ccccc21
 : -5	-5	/	-24	-2	-1	3	3
60: C[C@@H]1CN([C@@H](C)CO)C(=O)Cc2cc(NC(=O)Nc3ccc(F)cc3)ccc2O[C@@H]1CN(C)S(C)(=O)=O
 : -8	1	3	-8	-26	2	-8	1

Later entries.
Every second line gives: PglD inh	PGC1a acetyl inh	PAX8 reporter	Statin myotox sup	LGR2 antag	Cneo AK release	ARNT-TACC3 inh	GSIS activator
61: CC1=C(C(=O)N(C)C)CC(CC(=O)NC2CC2)C(=O)N1Cc1ccccc1 (stereo not given)
 : 3	4	-5	-3	-6	-3	/	6
62: COc1ccc(CN(C)C[C@H]2OCCCC[C@H](C)Oc3ccc(NC(=O)NC4CCCCC4)cc3C(=O)N([C@H](C)CO)C[C@@H]2C)cc1
 : 6	-7	/	/	-9	-2	1	-6
63: CCOC(=O)c1nc(C(=O)NCc2ccc(C)cc2)nc2ccccc12
 : 3	/	-9	19	7	-6	8	-27
64: c1cnc2ccc(C(c3nnnn3C3CCCC3)N3CCN4CCCC4C3)cc2c1 (stereo not given)
 : 5	/	/	/	/	0	4	-12
65: CC1(C)Oc2ccc3ccc(=O)oc3c2/C(=N/O)C1=O
 : 6	-9	26	2	/	-3	-3	/
66: N#CCSc1nc(-c2ccccc2)cs1
 : /	10	/	17	-11	6	-2	54
67: CC(C)(C)C(=O)COC(=O)c1cc(S(=O)(=O)N2CCCCC2)ccc1N1CCOCC1
 : -10	/	6	-14	7	-4	-2	8
68: C[C@H](CO)N1C[C@H](C)[C@H](CN(C)C(=O)Cc2cccnc2)Oc2ncc(C#CCc3ccccc3)cc2C1=O
 : 1	3	/	10	4	1	16	-23
69: O=C(NCC(=O)N1CCCCC1)c1ccc(Cl)cc1Cl
 : 3	-3	/	18	/	-4	-6	/
70: Cc1ccc(-c2csc(Nc3ccc(C(=O)O)cc3)[n+]2Cc2ccccc2)cc1
 : /	0	-10	/	-1	/	30	-13
71: CN(C)C(=O)c1ccc(-c2ccc([C@@H]3[C@@H](CO)N4C(=O)CN(C(=O)CC5CC5)C[C@@H]34)cc2)cc1
 : /	-10	-17	/	-14	/	/	8

5 compounds from above, reduced to PglD inh, LGR2 antag and Statin myotox sup.
no. | SMILES | PglD inh | LGR2 antag | Statin myotox sup
49 | CC1CN(c2ccccc2)NC1=O (stereo not given) | / | -4 | /
50 | C/C(=N/NC(=O)CNC(=O)c1cccnc1)c1ccco1 | 9 | / | -10
51 | O=C1/C(=C/c2cccs2)CCC/C1=C\c1cccs1 | -2 | -134 | -2
52 | O=C(/C=C/c1ccc2c(c1)OCO2)Nc1ccc(Cl)cn1 | / | -128 | /
53 | O=C(N[C@H]1C=C[C@H](CC(=O)N2CCN(c3ccccc3)CC2)O[C@H]1CO)c1ccccc1 | -2 | 13 | 0
